PLCg1 inh: inhibitors of human phospholipase C gamma1. P19174. purified PLC-gamma1, fluorogenic substrate, fluorescence. inhibition, % at 12.2 µM. 0.84% of 370,000 active. AID 720700; in the data active means inhibition above about 9.5%
HGIII-sPLA2 inh: Blocks human group III sPLA2 activity; Q9NZ20; QFRET BODIPY PC-A2 liposome hydrolysis, fluorescence; inhibition, % at 12.2 µM; 0.56% of 370,000 active;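 active means inhibition above mean plus 3 SD of compounds lying within the high and low control bounds, cut at about 19% in these data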;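 further: 0% = median of test compound wells and 100% = no enzyme DMSO wells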
ADAM10 inh: inhibits human ADAM10; O14672; recombinant ADAM10, EDANS/DABCYL FRET peptide cleavage, 3 h; inhibition, % at 7 µM; 0.62% of 370,000 active; AID 720582;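 active means inhibition above a per-campaign cutoff equal to the mean of compounds falling between control-based bounds plus 3 SD, cut at about 20% in these data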;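 further: 0% = DMSO wells while the 100% control is not disclosed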
Target sequence (O14672 214-748 limits assumed): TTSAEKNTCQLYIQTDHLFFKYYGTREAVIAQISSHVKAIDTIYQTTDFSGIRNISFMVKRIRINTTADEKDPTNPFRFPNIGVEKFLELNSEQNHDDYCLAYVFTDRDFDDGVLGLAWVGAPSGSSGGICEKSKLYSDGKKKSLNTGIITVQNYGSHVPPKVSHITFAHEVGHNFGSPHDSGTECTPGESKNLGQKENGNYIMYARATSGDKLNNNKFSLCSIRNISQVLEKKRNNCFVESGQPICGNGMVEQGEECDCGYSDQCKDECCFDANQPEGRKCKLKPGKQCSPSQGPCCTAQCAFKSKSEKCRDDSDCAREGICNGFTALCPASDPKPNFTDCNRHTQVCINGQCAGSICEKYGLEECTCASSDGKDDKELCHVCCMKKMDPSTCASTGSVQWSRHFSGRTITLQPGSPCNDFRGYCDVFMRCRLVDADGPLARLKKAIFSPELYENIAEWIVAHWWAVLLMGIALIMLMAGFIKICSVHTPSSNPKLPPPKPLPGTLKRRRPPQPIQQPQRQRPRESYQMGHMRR
PLCb3 inh: inhibitors of human phospholipase C beta3; 0.18% of 370,000 active; AID 720704; Q01970; inhibition, % at 12.2 µM; Purified PLC-beta3, fluorogenic substrate, fluorescence; in the data active means inhibition above about 11%;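 further: 0% = median of compound wells on plate and 100% = full blocker control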
ssDAF-12 act: S. stercoralis DAF-12 activation, primary screen; HEK293 ssDAF-12/GRIP1 lit1-tk-luc reporter, luminescence; % of 3 µM dafachronic acid response; activation, % at 6.8 µM; 1% of 370,000 active; AID 652126;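 active means activation above the mean over all tested compounds plus 3 SD, cut at about 0.9% in these data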;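 further: 0% = DMSO-only wells and 100% = 3 µM delta7-dafachronic acid wells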
DAX1 inh-1: DAX1 (NR0B1) inhibition, primary screen; AID 652010; inhibition, % at 6.8 µM; 1.1% of 370,000 active; HEK293T StAR-luciferase reporter, SF-1/DAX-1 repression relief;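 active means inhibition above the mean over all tested compounds plus 3 SD, cut at about 3.6% in these data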;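 further: 0% = DAX-1 cells with DMSO and 100% = cells lacking DAX-1 with DMSO; higher inhibition means more luminescence from relief of DAX-1 repression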
hgDAF12 agonist: hgDAF-12 agonism, primary luciferase screen | activation, % at 6.8 µM | HEK293 GAL4-hgDAF12 UAS-luciferase reporter, agonist luminescence; normalized to butyrate control | AID 687014 | 1.8% of 370,000 active;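 active means activation above a cutoff set at the mean of all screened compounds plus 3 SD, cut at about 10% in these data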;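 further: 0% = DMSO wells and 100% = sodium butyrate wells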
GAA850 FXN act: increases GAA850 frataxin promoter reporter activity; activation, % at 6 µM; 0.56% of 360,000 active; HEK293 lucGAA850 FXN promoter luciferase reporter, 24 h; percent of 10 µM SAHA response;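 active means activation above the average of all compounds screened plus 3 SD, cutoff fixed separately per campaign, cut at about 7.5% in these data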;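 further: 0% = DMSO wells and 100% = 10 µM SAHA wells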
ADAM17 inh: ADAM17 inhibition, QFRET primary screen | AID 720648 | 0.83% of 370,000 active | inhibition, % at 6.95 µM | P78536 | recombinant ADAM17, EDANS/DABCYL FRET peptide cleavage;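 active means inhibition above the mean of compounds lying between control limits plus 3 SD, set per campaign, cut at about 8.5% in these data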;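 further: 0% = DMSO-only wells as the low control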
DAX1 inh-2: NR0B1 (DAX1) inhibition. P51843. HEK293 Gal4-DAX1 luciferase reporter, luminescence. inhibition, % at 6.75 µM. 0.99% of 340,000 active. AID 504766;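 active means inhibition above the mean over all tested compounds plus 3 SD, cut at about 4.2% in these data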;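 further: 0% = DAX1-transfected cells with DMSO and 100% = empty-vector control cells with DMSO; inhibition shows as a rise in luminescence from relieved DAX1 repression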
Target sequence (P51843 207-470 limits assumed): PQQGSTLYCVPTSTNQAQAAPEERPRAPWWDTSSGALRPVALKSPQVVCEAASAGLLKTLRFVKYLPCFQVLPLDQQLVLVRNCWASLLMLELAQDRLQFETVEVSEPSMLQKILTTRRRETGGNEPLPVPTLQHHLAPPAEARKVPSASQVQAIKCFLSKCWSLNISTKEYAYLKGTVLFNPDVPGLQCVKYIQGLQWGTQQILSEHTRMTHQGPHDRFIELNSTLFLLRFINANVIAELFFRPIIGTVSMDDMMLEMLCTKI
hcDAF-12 act: activates DAF-12 receptor from parasite H. contortus | HEK293 hcDAF-12 lit1-tk-luc reporter, luminescence; 0% DMSO, 100% Δ7-dafachronic acid | activation, % at 6.8 µM | 1.4% of 370,000 active;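 active means activation above the mean of all tested compounds plus 3 SD, cut at about 5.5% in these data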;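 further: 100% = response to 3 µM Δ7-dafachronic acid high control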
Numbers without * were called inactive; i = inactive; . = no result given.

SMILES	PLCg1 inh	HGIII-sPLA2 inh	ADAM10 inh	PLCb3 inh	ssDAF-12 act	DAX1 inh-1	hgDAF12 agonist	GAA850 FXN act	ADAM17 inh	DAX1 inh-2	hcDAF-12 act
COc1ccc(S(=O)(=O)NCC(=O)NCc2cc(=O)n(C)c(=O)n2C)cc1	-1	0	-3	-5	-1.1	0.1	2.3	0.9	-2	0.3	-0.7
O=C1NC[C@H](Cc2ccc(O)cc2)N(C[C@H]2CCCN2C[C@H](Cc2ccc(O)cc2)N2C[C@H](Cc3ccc(O)cc3)N(CCc3ccccc3)C(=O)C2=O)C1=O	2	-5	-17	-2	-0.3	1.1	1.1	.	-4	.	0.4
CCOC(=O)C1(C)CCN1C(=O)COc1ccc(C(C)(C)C)cc1 (centres undefined)	0	3	-1	4	-0.8	1.9	2.7	1.7	-3	.	-0.6
Cc1ccccc1-c1cc(C(=O)NCc2ccco2)n(CC2CC(c3cccnc3)=NO2)n1 (centres undefined)	0	-8	-2	-1	-1.6	-0.8	2.5	-5.1	-1	-2.2	-1.4
CCCCN1CC(COCc2ccccc2)Oc2cccc(Sc3ccc(OC)c(OC)c3)c2S1(=O)=O (centres undefined)	3	-5	3	5	-1.3	4.2*	3.1	.	2	.	1.4
COc1ccccc1N1CCN(C(=O)c2ccc(CN3CCOCC3)cc2)CC1	3	5	8	4	-1.3	-0.2	1.8	1.1	0	-0.5	0.5
COc1cccc(CNC(=O)C2CCCN(C(=O)c3ccc(Cl)cc3)C2)c1 (centres undefined)	3	-6	8	-8	-1.4	0.7	0.8	-1.0	2	1.1	-1.5
O=CN1c2ccccc2CSc2ccccc21	-1	7	-3	-7	-1.6	0.5	-1.3	2.0	-1	.	-0.5
CCC(C)(C)NC(=O)CN(C(=O)CCC(=O)Nc1nccs1)c1ccc2c(c1)OCO2	6	2	8	-1	1.3*	0.1	1.0	3.5	2	-1.0	-1.0
CC1(c2nnc(-c3ccc(F)cc3)o2)CC(c2cccc(Cl)c2)=NO1 (centres undefined)	0	-12	11	-3	-1.0	-0.1	-0.9	0.4	4	1.2	-1.5
Cc1cc(-c2nc3ncccc3o2)ccc1NC(=S)NC(=O)c1ccco1	-168	21*	i	-208	-1.6	-0.2	1.0	2.4	-258	0.9	-2.4
Cc1ccnc(NC(=O)C2CCN(S(=O)(=O)c3cccc4nonc34)CC2)c1	-6	-3	2	-3	-1.1	-1.1	-2.5	0.8	-6	-0.5	-2.6
CCOc1ccc(OCC)c(NC(=O)CN2CCN(C(=O)c3ccco3)CC2)c1	4	4	-1	-31	-1.1	-0.8	-0.3	0.2	0	-0.3	-1.1
CCOC(=O)[C@@]12CCC3=C1N(CCC3)C(=O)[C@H](CC(=O)NCC1CCCCC1)C2	3	9	2	5	-1.2	0.7	9.1	.	-4	.	-2.4
C/C(=N\NC(=O)CN1CCCCC1)c1ccccc1O	-3	2	1	-11	-0.6	-0.6	1.0	1.0	-5	-0.1	-0.4
CCOC(=O)c1cc(-c2ccc(N3CCOCC3)cc2)nn1-c1ccccc1C(=O)O	0	-3	-5	-10	-0.8	0.9	-0.2	1.1	-3	0.3	0.6
CC1CCCN(C(=O)c2ccc([N+](=O)[O-])o2)C1 (centres undefined)	7	-3	5	-2	-0.9	-4.7	-0.1	0.2	1	1.2	-0.8
NC(=O)CC[C@H](NC(=O)c1ccc(Cl)cc1)C(=O)NNC(=O)COc1cccc(Br)c1	3	2	-16	0	-0.8	0.1	-2.9	0.1	-7	0.6	-1.4
O=C(COc1ccc2ccccc2c1)NCC1CCCO1 (centres undefined)	0	1	11	1	-0.6	0.0	0.1	.	-1	0.3	-1.2
COc1cc(/C=N/n2cnc3scc(-c4cccs4)c3c2=O)cc(OC)c1OC	-3	5	-5	-1	-1.2	-0.1	2.9	-1.5	-3	-0.8	-1.6
O=C(c1ccccc1)c1ccc(OCC(O)CN2CCCC2)cc1 (centres undefined)	3	6	5	3	-0.8	-0.5	2.4	3.2	-6	0.0	-0.1
CCc1ccc(NC(=O)NNC(=O)c2ccc3ccccc3c2O)cc1	-45	32*	-311	-77	-0.8	0.7	1.1	-1.2	-85	0.4	2.1
Cc1ccc(/C=N/N2CCN(Cc3ccc(C)cc3)CC2)cc1	-1	-4	1	-3	-0.8	-0.1	-0.9	1.4	-2	-2.1	-1.2
CCOC(=O)c1c(C)c(C(=O)Nc2cc(F)ccc2F)c(C)n1C	8	13	-1	-2	-1.4	-0.4	2.0	-2.4	5	0.2	-3.4
C[N+](C)(CC#Cc1ccccc1)CC(=O)c1ccc(Cl)cc1	3	-2	-10	0	-1.8	0.1	0.3	0.4	-2	0.4	-2.6
CCOC(=O)c1c(C)[nH]c(N=Nc2ccc(C)cc2)c1C	9	-16	10	6	0.1	4.9*	15*	5.2	15*	3.9	3.3
COc1ccc(OC)c2[nH]c(=O)c(CCNC(=O)C(C)(C)C)cc12	-62	-4	-19	-86	-1.9	-0.1	-0.5	-3.2	-7	0.5	-2.2
CNC(=S)NNC(=O)c1c(C)nc2cc(C)ccn12	-26	19*	-18	-31	-1.1	-0.1	-0.2	0.3	-13	0.9	1.1
COc1cccc2cc(C(=O)OCC(=O)N3CC(C)OC(C)C3)c(=O)oc12 (centres undefined)	-38	6	-15	-49	-0.5	3.3	9.5	1.7	-4	5.5*	5.7*
O=C1OC(c2ccccc2)Cc2cc(C(=O)N3CCN(c4ccc(F)cc4)CC3)ccc21 (centres undefined)	-2	-14	-4	-13	-1.0	-2.2	4.2	3.0	-2	-1.9	-2.4

Reprinted from the part before: 2 compounds, then new ones.
SMILES	PLCg1 inh	HGIII-sPLA2 inh	ADAM10 inh	PLCb3 inh	ssDAF-12 act	DAX1 inh-1	hgDAF12 agonist	GAA850 FXN act	ADAM17 inh	DAX1 inh-2	hcDAF-12 act
COc1cccc2cc(C(=O)OCC(=O)N3CC(C)OC(C)C3)c(=O)oc12 (centres undefined)	-38	6	-15	-49	-0.5	3.3	9.5	1.7	-4	5.5*	5.7*
O=C1OC(c2ccccc2)Cc2cc(C(=O)N3CCN(c4ccc(F)cc4)CC3)ccc21 (centres undefined)	-2	-14	-4	-13	-1.0	-2.2	4.2	3.0	-2	-1.9	-2.4
CN(CC(=O)Nc1cccc(F)c1)C(=O)CCC1CCCCC1	3	8	3	-4	-0.9	0.1	-1.0	0.9	2	-0.2	-1.8
O=C(CCC(=O)N1CCc2ccccc2C1)N1CCN(S(=O)(=O)c2ccccc2)CC1	-1	5	-6	-6	0.2	0.5	-3.0	5.3	-1	0.8	1.4
O=c1c2ccccc2n(CC(O)CN2CCOCC2)c2ccccc12 (centres undefined)	-83	4	-266	-116	-0.8	-0.2	-0.3	1.1	-109	1.4	0.3
COc1cc(NC(=O)c2ccccc2)cc(OC)c1	0	-1	3	1	-0.5	0.9	8.6	3.5	-3	-1.0	3.8
CCc1ccc(NC(=O)COC(=O)c2nc3nc(C)cc(C)n3n2)cc1	0	-2	-9	-6	-1.0	1.9	-1.2	0.9	3	1.5	-0.3
COc1ccc(-n2cnnc2SCC(=O)NC2CCS(=O)(=O)C2)cc1 (centres undefined)	4	6	3	4	-0.6	-0.2	0.6	0.8	3	-0.5	0.0
CCCC1CC(C)(/C(C)=N\NC(N)=S)OC1=O (centres undefined)	-3	-2	-4	-8	-1.6	-0.2	1.4	-1.4	-4	0.5	0.2
Cc1ccc(S(=O)(=O)NCCCCCC(=O)Nc2ccccc2C)cc1	2	-3	5	2	-0.6	-0.4	2.6	-0.9	-3	3.1	-0.1
Cc1cc(N)n2nc(C)c(-c3ccccc3)c2n1	-30	3	-16	-37	-0.9	0.2	-0.8	-1.4	-6	-0.6	-0.3
Cc1cc(C)c(S(=O)(=O)Cc2ccccc2)c(=O)[nH]1	1	1	-2	4	-1.4	0.4	4.7	0.6	4	-1.3	0.3
CCN(Cc1ccncc1)C(=O)c1cc(COc2ccc(F)cc2F)on1	4	1	7	2	-1.6	-0.8	-1.4	2.4	0	-0.1	0.2
COc1ccccc1NC1C=CS(=O)(=O)C1 (centres undefined)	-1	0	-7	0	-1.6	-1.0	-0.8	-0.4	-4	-0.1	-0.6
COc1cc(/C=N/NC(=S)NC2CC3CC2C2C=CCC32)ccc1O (centres undefined)	-13	-18	-6	-21	-0.7	0.5	4.9	3.0	-2	1.4	1.4
O=[N+]([O-])c1ccc(N=Nc2c(Cl)cc(O)cc2Cl)cc1	8	-25	17	6	-2.3	-1.7	-9.1	-7.5	5	-5.7	-5.4
CCCCN(C(=O)C1CC(=O)N(Cc2ccc(C)cc2)C1)c1c(N)n(CC(C)C)c(=O)[nH]c1=O (centres undefined)	4	7	-6	-4	-0.4	0.7	-1.0	-0.4	1	0.9	-0.8
COc1ccccc1Nc1ncnc2sccc12	-7	4	-9	-13	-0.8	-0.1	-0.6	2.6	-2	1.9	2.3
Cc1ccccc1NC(=O)Cn1c(C)nc2ccc(NC(=O)C3CC3)cc2c1=O	-3	4	0	0	-0.2	-0.9	0.6	3.0	-2	0.1	0.7
O=C(Nc1ccccc1C(=O)O)C1=NN=CC1	0	1	-16	-6	-1.5	-0.1	1.9	-1.3	-3	0.2	0.6
COCCN(C(=O)CSc1nc2ccccc2c(=O)n1CC(C)C)c1c(N)n(Cc2ccccc2)c(=O)[nH]c1=O	0	2	-6	-2	-1.0	-0.5	-1.3	-0.9	-5	-0.8	-0.7
C=CCn1c(CCC(O)CCCCC)n[nH]c1=S (centres undefined)	0	11	0	4	0.0	-0.1	-1.4	-0.3	-1	-1.1	-1.1
Oc1ccccc1N1CCN(Cc2ncc(-c3ccccc3)o2)CC1	2	2	8	-6	-1.1	0.1	1.4	-0.6	6	-0.9	0.8
Cc1cc(F)ccc1Oc1cc(NN2CCCCC2)c([N+](=O)[O-])cc1[N+](=O)[O-]	0	5	0	2	-0.5	-0.4	1.1	-0.8	-3	0.6	1.2
CN(C)c1cccc(C(=O)N2CCC(n3nccc3NC(=O)C3CCOC3)CC2)c1 (centres undefined)	-6	10	-5	-16	-0.8	0.1	2.4	0.1	-3	0.7	-1.2
Cc1cc(C)c(S(=O)(=O)N2CCCCC2)c(C)c1N(C)S(=O)(=O)c1ccc(Cl)cc1	-1	10	-7	-2	-2.4	-0.8	-2.0	1.4	-6	-1.9	-3.5
Cc1c(C2(c3c(C)n(C)n(-c4ccccc4)c3=O)C(=O)Nc3ccc(F)cc32)c(=O)n(-c2ccccc2)n1C	0	4	-6	2	-1.1	-0.7	0.8	-0.4	-4	-0.7	0.4
CC(C)c1cc(Cn2c3ccccc3c(=O)n2C(C)Cn2cc(-c3ccccc3)nn2)on1 (centres undefined)	-30	0	-328	-38	-0.9	0.0	3.5	.	-83	.	-0.7
CCCN(CC1CC1)C(=O)CCc1nnc(CCc2c[nH]c3ccccc23)o1	2	-63	-5	0	-1.5	-0.1	-1.3	-0.7	-2	0.8	-0.1
N#CC1=CN(Cc2ccccc2)C=C(/C=N/Nc2ccccc2)C1	-24	-5	-5	-37	-1.1	-0.1	-1.0	1.9	-6	-1.2	0.1
Cc1cccc(NC(=O)CN2CCc3cc4c(cc3C2C)OCCCO4)c1 (centres undefined)	-9	-3	-7	-13	-1.0	-4.5	-4.8	1.1	-4	0.3	-3.7

An unsorted share of the library. Share with any hit: about 6.9%.
